Wee1 degr inh: inhibitors of human Wee1 degradation; 220,000 compounds, 1.2% hits; HeLa Luc-Wee1K328M stability, luciferase luminescence; 100% = proteasome inhibitor MG132 effect; reporter increase, % at 5 µM; P30291;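 active means activation above the mean of all tested compounds plus 3 SD, set per screening run, cut at about 8.8% in these data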;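 further: cells exposed to compound for 20 h before luminescence read; 0% = DMSO alone and 100% = MG132 at 30 µM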
FXIIa inh: inhibitors of human coagulation factor XIIa | inhibition, % at 5 µM | 220,000 compounds, 0.3% hits | AID 800 | purified FXIIa, Boc-QGR-AMC fluorogenic substrate, 2 h; in the data active means inhibition above about 40%;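 further: 0% = enzyme with no compound and 100% = blank without enzyme; many of its hits are not listed in these tables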
Thrombin inh: thrombin (human) inhibition. alpha-thrombin, Boc-VPR-AMC fluorogenic substrate cleavage. inhibition, % at 5 µM. 220,000 compounds, 0.26% hits. AID 1046;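 active means inhibition at or above 40%; inactive means inhibition below 40%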;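 further: 0% = enzyme with no compound and 100% = wells without enzyme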
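Test system: human alpha-thrombin; medium: pH 7.5 Tris-saline with Tween 20; times: reaction at room temperature; signal: AMC fluorescence at 355 nm excitation and 460 nm emission; also added: Boc-VPR-AMC substrate, 15 µM final; dosing: one concentration per compound, 5 µM, with 0.2% DMSO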
FXIa inh 1536: blocks human coagulation factor XIa protease activity | P03951 | purified FXIa, Boc-Glu-Ala-Arg-AMC fluorogenic substrate | inhibition, % at 5 µM | 220,000 compounds, 0.14% hits | AID 798;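 active means inhibition of at least 40%; inactive means inhibition below 40%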;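 further: fluorescence of freed AMC excited at 355 nm; 0% = enzyme without compound and 100% = no enzyme blank; many of its hits are not listed in these tables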
KLK5 inh: inhibitors of human kallikrein 5 | Q9Y337 | recombinant hK5, fluorogenic AMC substrate cleavage | inhibition, % at 5 µM | 210,000 compounds, 0.59% hits;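 active means inhibition of 40% or more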;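 further: 0% = enzyme controls without compound and 100% = no-enzyme blanks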
PERK inhibitor: inhibitors of human PERK kinase; inhibition, % at 5.6 µM; CHO PERK-DD fusion, SEAP luminescence translation reporter; 220,000 compounds, 0.17% hits; AID 1416; Q9NZJ5;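 active means inhibition above the mean inhibition of all tested compounds plus 3 SD, set separately per screening campaign, cut at about 2.9% in these data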;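 further: PERK kinase domain activated by AP20187 dimerizer at 100 nM; 0% = DMSO with dimerizer and 100% = rapamycin at 8.4 µM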
Furin inh: human furin inhibition | P09958 | purified furin, fluorogenic substrate cleavage | inhibition, % at 30 µM | 220,000 compounds, 0.061% hits | AID 463115; in the data active means inhibition above about 25%; further: inactives centre near -15
Cl transport mod: modulators of human KCC2 chloride dependent transport. KCC2 cells, thallium flux FluoZin-2 fluorescence. B-score of Tl+ flux slope (higher = more flux/activation; lower = inhibition) at 10 µM. 190,000 compounds, 2.2% hits;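 active means thallium flux slope and its plate-corrected score both differing from the plate sample mean at a set confidence after two filtering rounds, in either direction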;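 further: slope of fluorescence scaled to starting intensity during 10 to 20 s after thallium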
Target sequence (Q9H2X9 whole entry, looked up): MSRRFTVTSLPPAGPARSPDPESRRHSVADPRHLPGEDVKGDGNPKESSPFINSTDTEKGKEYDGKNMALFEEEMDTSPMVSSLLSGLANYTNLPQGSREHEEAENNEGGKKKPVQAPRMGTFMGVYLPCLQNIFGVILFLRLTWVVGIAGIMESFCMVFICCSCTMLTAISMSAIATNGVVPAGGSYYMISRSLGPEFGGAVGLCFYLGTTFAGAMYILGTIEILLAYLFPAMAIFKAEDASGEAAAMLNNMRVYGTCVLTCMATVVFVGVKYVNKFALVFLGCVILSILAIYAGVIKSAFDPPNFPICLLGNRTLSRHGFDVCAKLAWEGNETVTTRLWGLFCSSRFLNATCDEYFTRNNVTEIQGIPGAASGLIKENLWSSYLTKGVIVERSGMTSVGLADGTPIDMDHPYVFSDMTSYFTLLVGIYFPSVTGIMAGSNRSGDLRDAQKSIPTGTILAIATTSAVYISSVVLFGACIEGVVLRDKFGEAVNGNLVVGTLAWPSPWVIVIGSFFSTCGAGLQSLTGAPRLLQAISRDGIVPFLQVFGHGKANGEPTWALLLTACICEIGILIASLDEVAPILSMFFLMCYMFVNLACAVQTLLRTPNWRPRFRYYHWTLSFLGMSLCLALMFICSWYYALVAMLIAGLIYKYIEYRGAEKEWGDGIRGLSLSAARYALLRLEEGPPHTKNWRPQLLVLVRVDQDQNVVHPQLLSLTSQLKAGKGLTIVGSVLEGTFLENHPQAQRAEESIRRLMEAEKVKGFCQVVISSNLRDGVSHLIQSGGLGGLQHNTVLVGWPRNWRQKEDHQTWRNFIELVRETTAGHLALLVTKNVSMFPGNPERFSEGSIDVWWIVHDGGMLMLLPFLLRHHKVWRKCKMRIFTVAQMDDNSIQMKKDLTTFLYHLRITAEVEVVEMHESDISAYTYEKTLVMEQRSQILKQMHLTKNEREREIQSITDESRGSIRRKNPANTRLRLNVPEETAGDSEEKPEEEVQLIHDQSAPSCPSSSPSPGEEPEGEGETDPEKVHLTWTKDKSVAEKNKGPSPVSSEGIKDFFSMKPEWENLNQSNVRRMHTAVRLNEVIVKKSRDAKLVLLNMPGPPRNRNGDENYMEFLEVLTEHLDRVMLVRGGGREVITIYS
p97 ATPase inh: human p97 ATPase inhibition; AID 1481; recombinant p97 ATPase, Kinase-Glo ATP luminescence, 3 h; 220,000 compounds, 0.42% hits; inhibition, % at 8 µM; in the data active means inhibition above about 15%;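 further: 0% = DMSO vehicle and 100% = wells lacking enzyme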
Starred values were filed as active, the others as inactive; i = inactive; . = no result given; [ ] = another dose, or the depositor's remark.

no. | smiles | Wee1 degr inh | FXIIa inh | Thrombin inh | FXIa inh 1536 | KLK5 inh | PERK inhibitor | Furin inh | Cl transport mod | p97 ATPase inh
1 | CCOc1ccc(-c2ccc(SCC(=O)Nc3nnc(CC)s3)nn2)cc1 | -1 | 6 | -2 | 1 | -1 | 0.2 | -37 | 4* | 1
2 | O=S(=O)(NCC(c1ccco1)N1CCN(c2ccc(F)cc2)CC1)c1ccc(F)cc1 (stereo unspecified) | -1 | -5 | -14 | -7 | -24 | -0.2 | -6 | -0.037 | -7
3 | Cc1ccc(-n2c(C)cc(/C=C3\NC(=O)NC3=O)c2C)c(C)c1 | 2 | 12 | 0 | 30 | 26 | -0.4 | -17 | -1 | 3
4 | CC(=O)N1N=C(c2ccc(C)cc2)CC1c1ccc2c(c1)OCO2 (stereo unspecified) | -2 | 3 | 4 | 3 | -2 | 0.7 | -6 | -0.5 | 0
5 | CC(=O)Nc1ccccc1C(=O)C(=O)NCCc1ccccc1 | -4 | 2 | -12 | -4 | 4 | -0.1 | -29 | -0.16 | 5
6 | CCN1CCCC1CNC(=O)CSc1cc(=O)n(CC)c2ccccc12 (stereo unspecified) | -1 | 6 | -2 | 1 | -15 | -0.4 | -4 | -0.083 | -1
7 | O=C(c1ccccc1)c1nc2c(n1O)CCCCC2 | -1 | 11 | 4 | 1 | 2 | 1.3 | -15 | i | 2
8 | CC(C)(C)C(=O)Nc1ccc(C(=O)N/N=C/c2ccccc2OC(=O)c2ccc(Cl)cc2Cl)cc1 | -3 | 17 | 0 | 3 | 12 | -0.7 | -30[20 µM] | 0.047 | 6
9 | CC(=O)N1CCN(C(C)=O)C1c1ccccc1 | 1 | 8 | -4 | 2 | 2 | 0.3 | -5[20 µM] | 0.68 | -3
10 | CNC(=S)Nc1cccc([N+](=O)[O-])c1 | 1 | 7 | -1 | -6 | -7 | 0.1 | -13 | -0.36 | 7

Reformatted with each value named: entries from further up
(8) CC(C)(C)C(=O)Nc1ccc(C(=O)N/N=C/c2ccccc2OC(=O)c2ccc(Cl)cc2Cl)cc1
  Wee1 degr inh: -3
  FXIIa inh: 17
  Thrombin inh: 0
  FXIa inh 1536: 3
  KLK5 inh: 12
  PERK inhibitor: -0.7
  Furin inh: -30[20 µM]
  Cl transport mod: 0.047
  p97 ATPase inh: 6
(10) CNC(=S)Nc1cccc([N+](=O)[O-])c1
  Wee1 degr inh: 1
  FXIIa inh: 7
  Thrombin inh: -1
  FXIa inh 1536: -6
  KLK5 inh: -7
  PERK inhibitor: 0.1
  Furin inh: -13
  Cl transport mod: -0.36
  p97 ATPase inh: 7
(9) CC(=O)N1CCN(C(C)=O)C1c1ccccc1
  Wee1 degr inh: 1
  FXIIa inh: 8
  Thrombin inh: -4
  FXIa inh 1536: 2
  KLK5 inh: 2
  PERK inhibitor: 0.3
  Furin inh: -5[20 µM]
  Cl transport mod: 0.68
  p97 ATPase inh: -3
(3) Cc1ccc(-n2c(C)cc(/C=C3\NC(=O)NC3=O)c2C)c(C)c1
  Wee1 degr inh: 2
  FXIIa inh: 12
  Thrombin inh: 0
  FXIa inh 1536: 30
  KLK5 inh: 26
  PERK inhibitor: -0.4
  Furin inh: -17
  Cl transport mod: -1
  p97 ATPase inh: 3

Remaining list, next part.
no. | smiles | Wee1 degr inh | FXIIa inh | Thrombin inh | FXIa inh 1536 | KLK5 inh | PERK inhibitor | Furin inh | Cl transport mod | p97 ATPase inh
11 | CN(C)CCCn1c(SCCN2C(=O)c3ccccc3C2=O)nc2ccccc2c1=O | -1 | . | 0 | 0 | 2 | -1.2 | -30 | -0.08 | -4
12 | Cc1cc(-c2c(C)[nH]n(-c3ccccc3)c2=O)n[nH]1 | -3 | 6 | -3 | -5 | -11 | 0.1 | -20 | 0.048 | -1
13 | Cc1nc2nc(-c3ccco3)nn2c(C)c1Cl | 7 | 5 | -8 | -7 | -16 | -0.8 | -16[20 µM] | 1.1 | 4
14 | COc1ccc(C)cc1Nc1cc(C)nc2ncnn12 | -2 | 10 | 2 | 7 | -3 | 0.6 | -18 | 0.65 | 8
15 | COc1ccc(CCNC(=O)C2CCN(S(=O)(=O)c3cccc4nsnc34)CC2)cc1OC | 1 | 9 | -3 | -3 | 23 | 0.6 | 6 | -1.9 | -5
16 | S=C(Nc1ccccc1Cl)N(CCCN1CCOCC1)Cc1ccco1 | 0 | 12 | -2 | 7 | -20 | 1.1 | -16 | 1.5 | 4
17 | CCOc1nc(SCCOc2ccccc2)nc(N(C)C)n1 | -3 | 5 | -3 | -1 | 0 | -1.2 | -6 | 0.028 | -2
18 | CCN(CC)C(=O)CSc1nc2c(sc(=S)n2-c2ccccc2)c(=O)n1Cc1ccco1 | 1 | 17 | 5 | 9 | 7 | -1.5 | -2[20 µM] | -1.8 | 3
19 | COC(=O)c1c(NC(=O)C2CC2)sc2c1CCCC2 | 3 | 13 | -1 | 0 | -3 | 1.4 | -12 | -0.59 | -5
20 | CC1(C)CC(=O)C(N=Nc2c(F)cccc2F)=C(O)C1 | 0 | 4 | -2 | -9 | 1 | 0.8 | 5 | -0.017 | 8

More compounds:
no. | smiles | Wee1 degr inh | FXIIa inh | Thrombin inh | FXIa inh 1536 | KLK5 inh | PERK inhibitor | Furin inh | Cl transport mod | p97 ATPase inh
21 | CCOP(C)(=O)C1(C(=O)OCc2ccccc2)CC1 (stereo unspecified) | -2 | 6 | -5 | -4 | -4 | 0.8 | -26 | -0.13 | 2
22 | O=C(NCCN1Cc2ccccc2C1=O)c1cccs1 | 0 | 3 | -4 | -2 | -11 | -0.2 | -20 | 0.69 | 5
23 | O=C(CC1Sc2ccccc2NC1=O)Nc1cccc(-c2nnc3n2CCCCC3)c1 (stereo unspecified) | 1 | -11 | -3 | -11 | 7 | 0.2 | -8 | 0.02 | 4
24 | O=Cc1cn(-c2ccccc2)nc1-c1ccc2c(c1)OCCO2 | 9.2* | 4 | -3 | -2 | -9 | 0.4 | -7[20 µM] | 1.2 | 5
25 | CCC(Sc1ncccc1C(=O)OC(C)C)C(=O)N1CCOCC1 (stereo unspecified) | 0 | 29 | 1 | 14 | -1 | -0.5 | -2[20 µM] | . | -7
26 | Cc1c(CN(C)C(=O)c2ccc(Br)o2)cnn1C | -3 | 10 | -2 | 1 | -7 | -0.1 | 2[20 µM] | . | 4
27 | CCOC(=O)C1=C(C)N=C2c3ccccc3C(=O)C2C1c1ccc(Cl)cc1 (stereo unspecified) | -2 | 17 | 4 | 9 | 9 | -1.0 | -17[20 µM] | -0.39 | 2
28 | CSc1ccc(CN(C)Cc2nc3cc(C(F)(F)F)ccc3c(=O)[nH]2)cc1 | -1 | 5 | -4 | -2 | 1 | 1.0 | -17 | 1.1 | 0
29 | Nc1c(C(=O)O)sc2nc3c(cc12)CCCC3 | 4 | 4 | -2 | -1 | 1 | -0.9 | -17 | -0.93 | 5
30 | COC(=O)c1nc2ccccn2c1F | 1 | 4 | -11 | -2 | 2 | 1.1 | -15 | -0.55 | 3

Next results follow:
no. | smiles | Wee1 degr inh | FXIIa inh | Thrombin inh | FXIa inh 1536 | KLK5 inh | PERK inhibitor | Furin inh | Cl transport mod | p97 ATPase inh
31 | Cc1cccc(/C=N/NC(=O)c2cc(-c3cccnc3)nc3c2c(C)nn3-c2ccccc2)c1 | 0 | 13 | -13 | 10 | -2 | 0.6 | -7 | 0.47 | 6
32 | O=C(OCCN1C(=O)c2ccccc2C1=O)c1cnccn1 | -2 | 10 | 4 | -2 | -15 | 1.5 | -4 | -0.018 | 0
33 | O=C1CCN(C(=S)NCc2ccccc2)CC1 | -1 | . | -6 | -3 | -2 | 1.6 | -25 | 0.56 | 4
34 | CCCCCCn1nc(C(=O)OCC(=O)NC2CCS(=O)(=O)C2)c2ccccc2c1=O (stereo unspecified) | -3 | 3 | -4 | -2 | -3 | 0.6 | -20 | 0.59 | 3
35 | CCCCOc1ccc(/C=C/C(=O)NCCc2nc3ccccc3[nH]2)cc1 | -2 | 8 | -3 | 3 | 0 | -0.9 | -14[20 µM] | 1.3 | 1
36 | CCCNC(=O)c1cc2cc([N+](=O)[O-])ccc2s1 | -2 | 9 | 7 | 4 | -3 | 2.4 | -21 | 0.7 | 5
37 | COc1cc(C2C(C#N)=C(N)Oc3cc(C)oc(=O)c32)cc(OC)c1OC (stereo unspecified) | -2 | 13 | 4 | -3 | 3 | 1.6 | -18 | -0.32 | 9
38 | CC1Nc2nc(NC(=O)C(C)(C)C)[nH]c(=O)c2N(C)C1C (stereo unspecified) | 2 | 11 | 1 | 8 | -3 | 1.0 | -9 | 2.1 | 6
39 | CCCC/C(C)=N\NC(=O)CNS(=O)(=O)c1ccc([N+](=O)[O-])cc1 | -1 | 0 | -6 | -11 | -1 | 0.9 | -19[20 µM] | -0.54 | 4
40 | O=C(NC(Cc1c[nH]c2ccccc12)C(=O)N1CCOCC1)c1cccs1 (stereo unspecified) | 6 | 5 | -26 | -8 | -3 | 0.1 | -25 | -0.075 | 2

Remaining list, next part.
no. | smiles | Wee1 degr inh | FXIIa inh | Thrombin inh | FXIa inh 1536 | KLK5 inh | PERK inhibitor | Furin inh | Cl transport mod | p97 ATPase inh
41 | CCO[C@@H]1OC(C(=O)N2CCN(C)CC2)=C[C@H](C(C)(C)C)[C@H]1CCCO | -1 | 2 | -8 | -4 | -3 | 0.9 | -12 | 0.26 | -1
42 | CCCN1Cc2cccc(C(=O)NC3CCCC3)c2C1=O | 0 | 14 | 3 | -4 | -9 | -1.1 | -15[20 µM] | -2.4 | 4
43 | COCc1cc(C)nc(OCC(=O)N/N=C/c2ccc(C)cc2)c1C#N | 1 | -1 | -2 | 2 | 1 | -0.2 | -18 | 0.053 | 3
44 | CCOC(=O)c1c(CSc2nc(C)cc(C)c2C#N)n(C)c2cc(Br)c(OC(C)=O)cc12 | 1 | 6 | -2 | 1 | -8 | 1.1 | -13 | -0.5 | 2
45 | CCN(CC)c1ccc(/C=N/N2CCN(Cc3ccc(C)cc3C)CC2)c(O)c1 | 0 | 8 | -2 | 4 | -5 | 0.1 | -9 | -0.34 | 4
46 | Cc1ccc(S(=O)(=O)N2CCOCC2)cc1NC(=O)COc1ccc(-c2nnco2)cc1 | 0 | 8 | 4 | 2 | -6 | -0.8 | -20 | -0.27 | -1
47 | COC(=O)COc1ccc(S(=O)(=O)N2CCCCC2)cc1[N+](=O)[O-] | 2 | -7 | -6 | -4 | -11 | 1.0 | -11 | -0.021 | 0
48 | CCCCNC(=O)NC(C(=O)OC)C12CC3CC(CC(C3)C1)C2 (stereo unspecified) | 0 | 18 | 23 | 12 | . | 0.5 | -12 | -0.3 | 0
49 | Cc1nn(C)c(C)c1NC(=O)CSc1nc(C2CC2)nc2c1cnn2-c1ccccc1 | 6 | 7 | 0 | 3 | -8 | 0.4 | -9[20 µM] | -0.56 | 1
50 | CCOC(=O)C1CCN(C(=O)CCCN2C(=O)c3ccccc3C2=O)CC1 | -1 | 13 | -4 | 3 | -9 | -0.9 | -6[20 µM] | -0.28 | -3

New compounds follow.
no. | smiles | Wee1 degr inh | FXIIa inh | Thrombin inh | FXIa inh 1536 | KLK5 inh | PERK inhibitor | Furin inh | Cl transport mod | p97 ATPase inh
51 | COC(=O)C1=C(C)NC2=C(C(=O)c3ccccc32)C1c1cccc(OC)c1 (stereo unspecified) | 0 | 5 | -12 | 0 | -1 | -0.4 | -28 | -0.68 | 4
52 | COCCNC(=S)Nc1ccc2[nH]c(=O)[nH]c2c1 | -3 | -1 | 2 | -1 | -12 | 0.1 | -26 | 1.6 | -2
53 | O=C(Nc1cccnc1)c1ccc(Cl)cc1[N+](=O)[O-] | 3 | 12 | -4 | 7 | -13 | -0.3 | -10 | -0.4 | -1
54 | Clc1ccc(COn2c(-c3ccc(Cl)cc3)nc3ccccc32)cc1 | 3 | -9 | -4 | -4 | 0 | -0.6 | -11 | 0.086 | -8

Compounds as they come; about 4.4% have a hit in one of these screens.
